# E-selectin induc: E-selectin induction on HUVECs; P16581; HUVEC E-selectin immunofluorescence imaging; normalized: neutral wells 0, TNF-alpha wells 100; activation, % at 7.58 µM; hit rate 0.37% among 260,000; AID 686992;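 active = mean E-selectin-positive cell signal at least 10% of the positive control, reached in at least 60% of replicates, without over 20% cell loss; inconclusive = no rule given, readout overlaps actives, possibly toxicity-flagged; inactive = the rest, including those meeting only one limit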;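 note: in these data hits start at about 27%; measured in HUVEC primary endothelial cells; signal is the percent of cells scored E-selectin positive by PE staining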
# Target sequence (P16581 whole entry, looked up): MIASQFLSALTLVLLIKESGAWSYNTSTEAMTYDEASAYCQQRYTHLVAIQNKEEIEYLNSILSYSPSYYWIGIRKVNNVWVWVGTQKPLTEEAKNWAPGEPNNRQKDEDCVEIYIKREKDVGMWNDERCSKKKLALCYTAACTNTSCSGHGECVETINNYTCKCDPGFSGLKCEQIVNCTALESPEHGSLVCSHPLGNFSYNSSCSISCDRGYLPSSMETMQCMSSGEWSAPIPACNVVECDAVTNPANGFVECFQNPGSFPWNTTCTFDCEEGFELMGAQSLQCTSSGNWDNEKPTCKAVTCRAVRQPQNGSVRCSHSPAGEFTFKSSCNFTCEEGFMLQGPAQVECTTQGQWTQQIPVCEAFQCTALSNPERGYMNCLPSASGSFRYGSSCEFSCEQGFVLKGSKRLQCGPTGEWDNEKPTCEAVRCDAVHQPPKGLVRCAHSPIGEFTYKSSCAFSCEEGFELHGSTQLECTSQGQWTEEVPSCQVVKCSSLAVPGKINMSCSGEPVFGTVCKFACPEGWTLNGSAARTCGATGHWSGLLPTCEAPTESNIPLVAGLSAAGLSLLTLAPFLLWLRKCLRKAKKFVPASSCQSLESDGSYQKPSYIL
#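 Material: HUVEC primary endothelial cells; Amount: 3,000 cells per well; Dosing: single concentration; Medium: EGM-2 growth medium on 0.1% gelatin-coated wells; Read-out basis: percent E-selectin-positive cells; Signal: immunofluorescence imaging; Control set: TNF-alpha, DMSO.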
# Casp6 inh: caspase-6 (human) enzyme inhibition; hit rate 0.53% among 350,000; P55212; purified caspase-6, Z-VEID-R110 cleavage fluorescence; inhibition, % at 12.5 µM;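 active = mean inhibition across replicates at least about 35%, with every replicate also reaching that limit, limit read from the data; inconclusive = only one of the two criteria met; inactive = neither criterion met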;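 note: 0% = median of neutral control wells and 100% = no fluorescence left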
# RAD54 inh: blocks human RAD54 Holliday junction branch migration | Q92698 | FAM/BHQ fluorescence | inhibition, % at 10.4 µM | hit rate 0.14% among 360,000 | AID 602329;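 active = mean normalized replicate activity at least 40 and at least half of replicates scoring 40 or more; inconclusive = only one of the two criteria met; inactive = mean below 40 and under half of replicates reaching 40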;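 note: 0% = median of neutral control wells and 100% = median of positive control wells; inhibitors cause a drop in the FAM fluorescence signal; in these data hits start at about 50%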
# ERp5 block: inhibitors of human ERp5; AID 651711; inhibition, % at 9.99 µM; hit rate 0.05% among 350,000; ERp5 insulin aggregation, absorbance 650 nm, 90 min;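 active = mean replicate inhibition above about 25%, with every replicate also reaching it, limit read from the data, passing the limit was not always enough; inconclusive = only one of those two criteria met; inactive = neither criterion met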
# Target sequence (Q15084 whole entry, looked up): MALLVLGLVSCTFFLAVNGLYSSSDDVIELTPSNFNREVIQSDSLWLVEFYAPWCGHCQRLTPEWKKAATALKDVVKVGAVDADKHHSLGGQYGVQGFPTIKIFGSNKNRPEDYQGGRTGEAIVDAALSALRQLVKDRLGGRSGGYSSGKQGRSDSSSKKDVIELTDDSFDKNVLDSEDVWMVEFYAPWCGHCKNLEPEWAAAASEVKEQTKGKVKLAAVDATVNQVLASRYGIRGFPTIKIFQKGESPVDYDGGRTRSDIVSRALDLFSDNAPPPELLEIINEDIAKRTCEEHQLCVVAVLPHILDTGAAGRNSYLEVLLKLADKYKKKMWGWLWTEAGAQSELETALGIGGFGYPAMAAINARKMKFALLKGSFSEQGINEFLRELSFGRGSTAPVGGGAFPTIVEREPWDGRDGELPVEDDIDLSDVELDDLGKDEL
# ARNT TACC3 PPI: ARNT/TACC3 interaction disruption | Q9Y6A5 | AlphaScreen His-ARNT PAS-B/GST-TACC3 binding, luminescence; TACC3 fragment carries E629A point mutation | inhibition, % at 9.99 µM | hit rate 0.66% among 390,000 | AID 623870;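 active = mean inhibition of replicates at least 50% and at least half of replicates each reaching 50%; inconclusive = half or more replicates reach 50% but mean below 50%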;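 note: 0% = complete ARNT plus TACC3 wells and 100% = ARNT alone without TACC3; many hits fall short of the cut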
# PglD inh: PglD (C. jejuni) enzyme inhibition; purified PglD enzyme, DTNB colorimetric CoA detection; AID 602405; hit rate 0.098% among 360,000; inhibition, % at 12.5 µM; in the data active = inhibition above about 16%, passing the limit was not always enough; inconclusive = no clear call, values can overlap the other calls; note: strong numbers were not always called active
# RAD52 inh: blocks human RAD52 DNA annealing. hit rate 0.46% among 360,000. P43351. recombinant RAD52 DNA annealing, FRET fluorescence. AID 651710. inhibition, % at 18.7 µM;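 active = every replicate showing at least 50% inhibition; inconclusive = mean inhibition at least 50% but not in every replicate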
# esBAF inh: blocks esBAF chromatin remodeling in mouse ES cells; Bmi1-luciferase knock-in reporter, 24 h; 100% = twice the neutral-well signal; reporter increase, % at 12.5 µM; hit rate 2% among 350,000; in the data active = activation above about 40%; inconclusive = no clear call, values can overlap the other calls;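 note: 0% = median of the plate's neutral control wells and 100% = double that signal; a rise in the Bmi1 reporter signal indicates esBAF inhibition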
# Starred values were filed as active, the others as inactive; ? = inconclusive; · = not tested or not shown.
SMILES,E-selectin induc,Casp6 inh,RAD54 inh,ERp5 block,ARNT TACC3 PPI,PglD inh,RAD52 inh,esBAF inh
O=C(NC1CCCC1)[C@H]1[C@H](CO)[C@H]2Cn3c(cccc3=O)[C@H]2N1CC1CCOCC1,0.0,1,·,4,·,·,-2,·
NC(=O)C1CCN(c2nc(-c3ccc4ccccc4c3)cs2)CC1,0.0,4,-2,2,5,0,-42,?
C[C@@H]1CCCCO[C@@H](CN(C)Cc2ccc(C(=O)O)cc2)[C@@H](C)CN([C@H](C)CO)C(=O)c2cc(NC(=O)Nc3ccc4c(c3)OCO4)ccc2O1,0.1,0,9,3,3,3,-8,-3
COc1cc(C(=O)NNC(=O)c2ccc3ccccc3n2)cc(OC)c1OC,-0.5,3,12,2,25,5,-18,17
CCN(CC(=O)NCc1ccc(F)cc1)C(=O)CN1CCN(c2ccccc2OC)CC1,3.0,-3,5,3,-1,0,-9,1
COc1ccccc1C(=O)N1CCNC(=O)C1CC(=O)Nc1cccc(C)c1 (centres undefined),·,-1,2,-5,1,0,-9,-3
NS(=O)(=O)c1ccc(NC(=S)N2CCN(c3cccc(Cl)c3)CC2)cc1,1.1,5,-4,-2,-10,0,-2,·
Cc1ccc(/C([O-])=C(/C(=S)NCc2ccccc2)[n+]2cccc(CO)c2)cc1[N+](=O)[O-],1.5,-4,0,3,20,-1,-11,0
O=C(NCCCCCCNC(=O)c1ccncc1)c1ccncc1,·,-1,-17,-1,-7,-1,-15,1
C(=N\N1CCN(Cc2cccc3ccccc23)CC1)/c1cccs1,-0.2,-1,1,2,8,-2,-12,0
CC(C)Oc1ccc(CCC(=O)NNC(=S)Nc2ccccc2)cc1,3.6,1,-12,6,3,-89,-12,·
COc1ccc(-c2nc3c(C)cc(Br)cn3c2CC(C)(C)C)cc1OC,-0.1,4,-8,1,·,-3,-24,-5
CCN1CCN(CC2CC3C=CC2C3)CC1 (centres undefined),·,·,3,·,0,-4,·,-5
Cc1noc(C)c1NC(=O)Nc1cccc2c1O[C@H](CN(C)CC1CCCCC1)[C@@H](C)CN([C@@H](C)CO)C2=O,-10.0,-4,6,4,1,6,8,0
COc1ccc(C2=NOC(C(=O)NCc3ccccn3)C2)cc1 (centres undefined),·,·,-2,·,-3,-1,·,9
C[C@@H]1CN([C@@H](C)CO)S(=O)(=O)c2ccc(Br)cc2O[C@H]1CN(C)C(=O)C1CC1,·,1,2,-4,-7,5,4,5
COc1ccccc1N1CC(C(=O)NCC2COc3ccccc3O2)CC1=O (centres undefined),-0.6,0,-1,-3,-2,0,-21,-2
CCCN(C)C[C@H]1OCCCC[C@H](C)Oc2ccc(NS(=O)(=O)c3ccccc3)cc2C(=O)N([C@@H](C)CO)C[C@H]1C,1.2,0,3,1,-8,-1,37,-6
COc1ccc(CCNC(=O)CCOc2ccc(C(C)(C)C)cc2)cc1OC,·,-2,3,4,3,1,6,19
COc1cccc(COc2ccc3c(C)c(Cc4ccccc4)c(=O)oc3c2)c1,·,·,-9,·,-6,-2,·,13
COc1ccc(CCN(C)C(=O)CCNS(=O)(=O)c2ccccc2C(F)(F)F)cc1OC,4.2,5,-1,-6,-6,6,3,-1
CCCCc1cc(=O)oc2cc(O)cc(O)c12,·,7,2,-14,-4,-4,0,1
C=CCn1c(=N)n(CC(=O)OCC)c2ccccc21,·,·,-12,·,-5,9,·,10
O=C(COC(=O)CCNS(=O)(=O)c1ccccc1)NC(=O)c1ccccc1,·,10,-6,4,-2,0,-6,-2
CCCc1ccc(C(O)c2ncc(-c3cccc(F)c3)[nH]2)cc1 (centres undefined),-0.1,-2,-5,2,·,1,-14,15

# 2 entries from above, set out differently.
# Each structure is followed by: E-selectin induc, Casp6 inh, RAD54 inh, ERp5 block, ARNT TACC3 PPI, PglD inh, RAD52 inh, esBAF inh
NC(=O)C1CCN(c2nc(-c3ccc4ccccc4c3)cs2)CC1
→ 0.0, 4, -2, 2, 5, 0, -42, ?
C[C@@H]1CCCCO[C@@H](CN(C)Cc2ccc(C(=O)O)cc2)[C@@H](C)CN([C@H](C)CO)C(=O)c2cc(NC(=O)Nc3ccc4c(c3)OCO4)ccc2O1
→ 0.1, 0, 9, 3, 3, 3, -8, -3

# The results go on:
SMILES,E-selectin induc,Casp6 inh,RAD54 inh,ERp5 block,ARNT TACC3 PPI,PglD inh,RAD52 inh,esBAF inh
COc1cc(C(=O)N[C@H](C(=O)NC(C)C23CC4CC(CC(C4)C2)C3)C(C)C)cc(OC)c1OC (some centres undefined),·,·,6,·,-2,-6,·,-1
Nc1ccc(CNC(=O)c2cc3cc(Cl)ccc3nc2N)cc1,0.3,2,·,1,·,·,6,·
CCC(=O)N1[C@H](CO)[C@@H](c2ccc(-c3cccc(OC)c3)cc2)C12CN(C(C)=O)C2,-0.1,0,·,-3,·,·,-14,·
Cc1ccccc1OCC(=O)NNC(=O)c1ccoc1C,·,1,-6,-1,2,3,-7,-3
CCOC(=O)c1ccc(CSc2nncn2N)o1,·,·,-6,·,23,-2,·,-1
C=C(C)COc1ccc2c3c(c(=O)oc2c1OCC(=C)C)CCC3,·,6,-3,1,-4,8,-10,-1
COc1cc([N+](=O)[O-])ccc1NC(=S)N1CCOCC1,-0.3,0,-4,-16,-12,-6,-4,·
COc1ccc(Cn2cc(CN3CC(N4CCN(CCN(C)C)CC4)CS3(=O)=O)nn2)cc1 (centres undefined),0.3,-85,·,0,·,·,-13,·
CCOc1ccc(S(=O)(=O)NCCC(=O)NCC(C)(C)N2CCOCC2)cc1,·,2,-1,-5,-11,2,-15,·
Cc1ccc2nc3c(cc(S(=O)(=O)c4ccccc4)c(=N)n3C3CCCC3)c(=O)n2c1,0.0,0,-5,2,5,-3,-14,14
COc1cccc(CNC(=O)CCSCc2ccccc2F)c1,5.1,1,·,0,25,·,-20,·
COc1ccc(CCN2C(=O)CC(NCc3ccc4c(c3)OCO4)C2=O)cc1OC (centres undefined),·,·,-2,·,0,3,·,15
Cc1cc(C(=O)Nc2cccc3c2O[C@@H](CN(C)CC2CCCCC2)[C@@H](C)CN([C@H](C)CO)C3=O)n(C)n1,15,4,-4,-3,20,2,20,-11
CC(=O)N(C)C[C@@H]1Oc2ncc(/C=C/c3ccccc3)cc2C(=O)N([C@H](C)CO)C[C@@H]1C,0.2,2,0,0,0,1,6,-1
COc1ncccc1C(=O)NC1CCCc2c1cnn2-c1cc(C)cc(C)c1 (centres undefined),·,2,24,4,-6,10,-4,4
O=C(NC(=S)N1CCN(c2ccccn2)CC1)c1ccco1,-0.1,-1,-1,-7,·,1,-10,-3
O=C(Oc1ccc([N+](=O)[O-])cc1)c1cncc(Br)c1,0.8,1,·,0,-3,·,-6,13
CN(CC(=O)OCC(=O)Nc1ccccc1)S(=O)(=O)c1ccc(Cl)cc1,·,·,-11,·,2,1,·,-10
O=C(CN1c2cccc3cccc(c23)S1(=O)=O)Nc1ccccc1Br,·,5,3,-7,·,2,-23,4
CCOc1ccccc1CN1CCN(C/C=C/c2ccc(OC)cc2)CC1CCO (centres undefined),-0.1,-5,-13,-4,1,8,-29,-1
CCC(=O)N(C)C[C@H]1Oc2cc(C#CC3(O)CCCC3)ccc2S(=O)(=O)N([C@H](C)CO)C[C@@H]1C,0.0,-2,-2,-7,-5,0,-2,2
CC(=O)Nc1ccc(NC(=O)CS(=O)(=O)c2cn(CC(=O)N3CCCC3)c3ccccc23)cc1,-0.2,2,7,-7,-6,-1,-8,0
COc1ccc(S(=O)(=O)Nc2ccc3c(c2)C(=O)N([C@@H](C)CO)C[C@H](C)[C@@H](CN(C)Cc2ccc4c(c2)OCO4)OCCCC[C@H](C)O3)cc1,-0.2,1,-7,0,-1,0,21,-3
CCc1cc2c(-c3ccccc3)cc(=O)oc2cc1OC(C)C(=O)O (centres undefined),2.6,6,-13,2,-5,-5,-27,3
CCOC(=O)C1CCCN(C(=S)Nc2ccc(OC)cc2)C1 (centres undefined),·,-4,7,5,-9,-2,-9,10
# (listing goes on)
SMILES,E-selectin induc,Casp6 inh,RAD54 inh,ERp5 block,ARNT TACC3 PPI,PglD inh,RAD52 inh,esBAF inh
Cc1ccc2nc(-c3ccco3)c(CC(C)(C)C)n2c1,·,27,-2,14,·,1,-68,16
CCNC(=O)C[C@H]1CC[C@H]2[C@@H](COC[C@H](O)CN2C(=O)C2CC2)O1,0.2,1,5,2,-1,0,-12,5
Cn1c(-c2ccccc2)c(C=O)c2ccccc21,0.8,2,·,-2,-2,·,-7,·
O=C(C[C@H]1CC[C@H]2[C@@H](COC[C@@H](O)CN2S(=O)(=O)c2ccc(F)cc2)O1)NCC1CC1,-0.1,1,-13,0,1,1,12,-3
CCS(=O)(=O)N1CCC(C(=O)Nc2ccccc2OC)CC1,·,0,1,1,-5,-3,-2,3
O=C(NC1CCCCC1)N1CCC(c2nc3ccc(Cl)cc3[nH]2)CC1,·,·,-1,·,4,-3,·,-10
O=C(NCCc1nnc2ccc(SCC(=O)N3CCOCC3)nn12)c1ccccc1,-0.2,1,-1,7,-2,1,3,·
Cc1ccc(-c2ccc(CN3C(C(C)C)C(=O)N(Cc4cn(Cc5ccco5)nn4)CCS3(=O)=O)cc2)cc1 (centres undefined),·,18,0,-3,·,2,-31,4
Cc1cccc(NC(=O)Nc2ccc3c(c2)C(=O)N(C)[C@H]2CC[C@H](CC(=O)O)O[C@H]2CO3)c1,0.1,12,5,1,4,-1,1,-1
O=C1CCC(CCC(=O)N2CCCC(C(=O)c3ccc4c5c(cccc35)CC4)C2)=NN1 (centres undefined),·,2,·,2,6,·,-7,·
CCNC(=O)C[C@H]1CC[C@H]2[C@H](COc3ccc(NC(=O)c4cc(C)on4)cc3C(=O)N2C)O1,0.0,-2,-3,0,-3,2,-11,2
O=C(COC(=O)c1ccccc1F)NC1CCCC1,0.0,-2,-12,5,-6,-9,6,2
CN1C(=O)c2cc(NC(=O)C3CCCC3)ccc2OC[C@@H]2O[C@@H](CC(=O)O)CC[C@H]21,0.0,0,-11,11,2,2,-1,2
COc1cccc(S(=O)(=O)N[C@@H]2CC[C@@H](CCn3cc(-c4ccccn4)nn3)O[C@@H]2CO)c1,1.0,-1,-2,-6,·,1,-16,2
Cc1c(C(=O)NCc2ccccc2)oc2c1C(=O)CCC2,·,·,2,·,-17,-5,·,6
CCN1C(=O)N[C@@H](c2ccco2)C(C(C)=O)=C1C,-0.2,-3,2,7,1,·,7,-3
O=C(C[C@H]1CC[C@H]2[C@@H](COC[C@H](O)CN2CC2CCOCC2)O1)NCc1ccc(Cl)cc1,0.0,-3,10,-6,-1,-4,5,-11
CCn1c(=O)cc(SCC(=O)Nc2ccc(Cl)cc2)c2ccccc21,·,·,9,·,-1,2,·,-9
Clc1ccc(CSc2ccc(-c3ccco3)nn2)cc1,0.0,-1,·,2,-7,·,-15,·
C[C@H](CO)N1C[C@H](C)[C@H](CN(C)C(=O)Nc2ccc(F)cc2)Oc2ccc(NS(=O)(=O)c3cccs3)cc2C1=O,0.1,0,-3,-2,-3,-1,-9,1
O=C(Cc1ccccn1)NCC[C@H]1CC[C@@H](NC(=O)c2ccccc2F)[C@@H](CO)O1,-0.4,0,9,5,9,3,-21,-1
COc1ccc(C(=O)Nn2c(SCc3cccc([N+](=O)[O-])c3)nc3ccccc3c2=O)cc1,·,·,0,·,-13,-1,·,-31
COCCN=C1Sc2nc3cc(C)c(C)cc3cc2CN1Cc1cccs1,-0.3,2,1,-1,-1,-5,-10,20
Cc1ccc(S(=O)(=O)NC(=O)Nc2ccc(N(C)C)cc2)cc1,0.1,27,8,-1,31,-1,4,-11
CO[C@H]1CN(C)C(=O)c2cc(NC(=O)c3cnccn3)ccc2OC[C@H](C)N(CC2CC2)C[C@H]1C,-0.1,1,·,11,·,·,15,·
